USP2a block – blocks human ubiquitin-specific protease USP2a. 330,000 tested, 0.01% active. Potency, µM (doses to about 38.3 µM), without a hit: top-dose activity change, negative = inhibition, actives largely listed as inhibitors. O75604. AID 463254. USP2 core, Ub-CHOP2 coupled fluorogenic reporter, 485/531;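 note: potency is the fitted concentration of half-maximal effect; plate controls were DMSO wells for no effect and full inhibition by NEM control for full effect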
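Deubiquitinase activity read as fluorescence (485/531 nm) after Ub-CHOP2 cleavage activates the enterokinase reporter on its substrate; USP2 core 10nM, Ub-CHOP2 and substrate 25nM each, 30min compound preincubation then 60min RT; data normalized to NEM, curves fitted.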
hERG WT inh – blocks the wildtype human KCNH2 potassium channel | Q12809 | activity change, % at 1.84 µM | U2OS, BacMam KCNH2, thallium flux FluxOr; hits give low values | 340,000 tested, 0.37% active;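 active = maximum activity change below -70%; inconclusive = maximum activity change between -70% and -50%; inactive = maximum activity change above -50%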
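U2OS cells transduced with wild-type KCNH2 virus are loaded with FluxOr dye for 45 min, and thallium flux is measured in kinetic reads before and after stimulation buffer. Rate constants are normalized to DMSO controls.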
FBPA coupling cs – counter-screen for Giardia aldolase inhibitors: coupling enzyme system; coupling enzyme system counterscreen, AmpLite Red fluorescence; activity change, negative = inhibition, % at 58.2 µM, hits read low; 290,000 tested, 0.67% active; in the data active = activity change below about -30%
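Counterscreen lacking aldolase: glyceraldehyde-3-phosphate coupling-enzyme reagent preincubated 10 min at RT with compound (at 57.5 uM final), then substrate/coupling system with AmpLite Red added; fluorescence read at 525/598 nm after 20 min RT.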
KCNH2 3.1 inh – inhibitors of human KCNH2 3.1 potassium channel isoform. U2OS KCNH2 3.1, thallium flux FluxOr; hits give low values. activity change, % (tested at about 1.8 µM). 340,000 tested, 0.95% active;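 active = maximum activity change below -70%; inconclusive = maximum activity change from -70% to -50%; inactive = maximum activity change above -50%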;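 note: thallium influx rate constant from kinetic fluorescence after stimulation buffer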
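Thallium flux via FluxOr fluorescence (Red40 quencher, 45 min loading) in U2OS cells virally expressing the KCNH2 3.1 isoform (1.77 x 10^8 /mL virus, overnight at 37 C). Rate constants from 2-min kinetic reads post-stimulation, normalised to positive and negative controls.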
uPA surface inh – inhibitors of cell surface uPA generation. 330,000 tested, 0.31% active. cell surface uPA generation assay, qHTS. Potency, µM (series often up to 38.3 µM), inactives show at the highest dose activity change, negative = inhibition, usual class: inhibitors. AID 540303; active = well fitted inhibition curve with a large enough effect; inconclusive = small, poorly fitted or top-dose-only effect; inactive = no such curve, though single readings can be large or run the other way; tested in mouse RAW 264.7 cells; note: potency is the fitted concentration of half-maximal effect; nearly all actives have a fitted effect of over 55% in size
PKM2 activator – increases activity of human pyruvate kinase M2 | P14618 | purified PKM2, Kinase-Glo ATP luminescence, activation; response scale: 0% is enzyme alone, no compound | Potency, µM (highest dose often 57.5 µM), inactives show at the top dose activation, usual class: activators | 260,000 tested, 0.34% active | AID 1631; note: potency is the fitted concentration of half-maximal effect; nearly all actives have a fitted effect of over 55% in size
Target sequence (P14618 whole entry, looked up): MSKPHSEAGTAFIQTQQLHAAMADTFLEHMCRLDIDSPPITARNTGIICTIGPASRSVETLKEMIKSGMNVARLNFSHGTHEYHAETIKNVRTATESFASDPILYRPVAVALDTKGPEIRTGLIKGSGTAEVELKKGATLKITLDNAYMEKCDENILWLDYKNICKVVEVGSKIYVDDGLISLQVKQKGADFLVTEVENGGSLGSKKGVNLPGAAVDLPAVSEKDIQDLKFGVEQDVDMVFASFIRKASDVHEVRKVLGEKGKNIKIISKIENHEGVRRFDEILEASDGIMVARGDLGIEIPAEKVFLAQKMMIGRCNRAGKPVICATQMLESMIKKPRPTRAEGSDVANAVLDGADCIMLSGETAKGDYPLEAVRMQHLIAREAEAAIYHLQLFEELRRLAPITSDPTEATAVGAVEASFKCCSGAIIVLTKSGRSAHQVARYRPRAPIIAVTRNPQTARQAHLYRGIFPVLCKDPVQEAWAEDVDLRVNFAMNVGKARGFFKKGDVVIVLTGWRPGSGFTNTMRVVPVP
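hPK-M2, >95% pure; 0.1 mM ADP / 0.5 mM PEP final; imidazole pH7.2 buffer w/ 7 mM MgCl2, 50 mM KCl; 1 h RT; Kinase-Glo lum. Intermediate enzyme activity for dual inhibitor/activator qHTS.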
B2AR arrestin – beta2AR (human) beta-arrestin recruitment activity; P07550; 330,000 tested, 0.02% active; AID 492947; Potency, µM (series often up to 46.1 µM), for inactives: at the highest dose activation, usual class: activators; beta-arrestin recruitment to beta2AR, cell-based reporter;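 note: potency is the fitted concentration of half-maximal effect; 0% = DMSO controls and full agonism = EC100 isoproterenol or metaproterenol; nearly all actives have a fitted effect of over 65% in size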
Giardia killer – Giardia lamblia killing | 340,000 tested, 0.15% active | activity change, % at 7.66 µM, hits read low | AID 540267 | Giardia lamblia trophozoite viability; in the data active = activity change below about -80%; inconclusive = between about -30% and that limit;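 note: parasites exposed to compound for two days anaerobically before the ATP read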
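Each well holds 100 Giardia trophozoites and compound. After two days (48 hrs) at 37 deg C in anaerobic conditions, ATP is quantified by luminescence.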
Eya2 inh – inhibitors of human Eya2 phosphatase activity; Potency, µM (highest dose often 76.9 µM), for inactives: at the top dose activity, negative = inhibition, actives largely listed as inhibitors; 330,000 tested, 0.006% active; AID 488837; recombinant Eya2, OMFP fluorescence dephosphorylation (OMFP is methylfluorescein phosphate); note: potency is the fitted concentration of half-maximal effect
Target sequence (O00167 whole entry, looked up): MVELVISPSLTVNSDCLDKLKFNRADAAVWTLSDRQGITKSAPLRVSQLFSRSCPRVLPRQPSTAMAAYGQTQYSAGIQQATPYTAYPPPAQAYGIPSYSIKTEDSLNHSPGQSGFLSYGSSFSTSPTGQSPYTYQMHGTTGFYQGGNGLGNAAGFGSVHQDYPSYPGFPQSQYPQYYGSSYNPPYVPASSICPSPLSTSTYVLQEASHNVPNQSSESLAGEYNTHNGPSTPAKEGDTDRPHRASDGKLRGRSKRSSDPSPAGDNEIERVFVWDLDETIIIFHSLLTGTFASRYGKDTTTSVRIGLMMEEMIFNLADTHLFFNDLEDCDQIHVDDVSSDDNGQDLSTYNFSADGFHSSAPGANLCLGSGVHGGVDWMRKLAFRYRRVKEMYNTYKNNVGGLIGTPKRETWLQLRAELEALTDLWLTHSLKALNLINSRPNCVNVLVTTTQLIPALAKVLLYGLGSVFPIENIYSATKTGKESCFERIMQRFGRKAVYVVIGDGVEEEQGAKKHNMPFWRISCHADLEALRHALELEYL
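Eya2 protein (added as 0.2 uM solution) was preincubated with compound for 10 min at ambient temperature in 50 mM HEPES pH 7.5, 50 mM NaCl, 5 uM MgCl2, 0.05% BSA, 1 mM DTT. OMFP (added at 50 uM) then reacted 10 min; fluorescence read at 485/525 nm.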
GALK inh – galactokinase (human) inhibition | 270,000 tested, 0.007% active | AID 1868 | Potency, µM (top dose mostly 57.5 µM), without a hit: top-dose activity change, negative = inhibition, actives largely listed as inhibitors | P51570 | Purified GALK, Kinase-Glo residual ATP luminescence; note: potency is the fitted concentration of half-maximal effect
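5 nM enzyme, 35 uM ATP, 100 uM galactose, 20 mM HEPES pH8.0, 5 mM MgCl2; 1 h RT; residual ATP by Kinase-Glo Plus luminescence, qHTS format.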
Chronic BCR inh – chronic active BCR signaling inhibition. 340,000 tested, 0.05% active. ABC-DLBCL IkBa-CBG/CBR reporter, luminescence ratio, 4 h. AID 493014. Potency, µM (doses to about 46.1 µM), for inactives: at the highest dose ratio change, negative = lower green/red ratio, actives largely listed as inhibitors; active = well fitted inhibition curve with a large enough effect in the signal ratio, with a control signal flat, not every such curve was filed as active; inconclusive = small, poorly fitted or top-dose-only effect, or effect the other way, or a change in a side signal; the % refers to the signal ratio;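 note: potency is the fitted concentration of half-maximal effect; plate controls were basal doxycycline-induced cells for no effect and cells given 10 µM MG132 for full effect; MG132 reads +100%, hits lower the ratio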
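Concentration-response series (up to 46 uM) were applied to TMD8 dual-reporter cells for 4 h at 37C with doxycycline. Green/red ratio, after filter-overlap correction, defined %Activity; red signal alone was normalised to basal cells and zero luminescence.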
Numbers without * were called inactive; ? = inconclusive; nt = no result given; [ ] = another dose, or the depositor's remark. Unless noted, calls come from the whole dose curve; as a rule, active = well fitted curve in the direction sought with a large enough effect; inconclusive = small, poorly fitted or top-dose-only effect, or another doubt; inactive = no such curve, though single readings can be large; an effect the other way counts as inactive or inconclusive. Unless noted, % is set by controls: 0 for no effect and ±100 for the full control effect.

Each structure is followed by: USP2a block	hERG WT inh	FBPA coupling cs	KCNH2 3.1 inh	uPA surface inh	PKM2 activator	B2AR arrestin	Giardia killer	Eya2 inh	GALK inh	Chronic BCR inh
> CCCOC(=O)C1C2C=CC3(CN(c4cccc(Cl)c4)C(=O)C13)O2 (stereo unspecified)
 : 1%	12	4	8	7%	2%	0.5%	11	5%	0%	8%
> CCOC(=O)c1c(N)nn(C(=O)CC)c1-c1ccccc1
 : -7%	-6	2	10	8%	-2%	0.2%	5	-17%	-4%	?
> COc1ccc(OCC(=O)NC(=S)N2CCCc3ccccc32)cc1
 : 3%	0	-11	1	-6%	-10%	0.0%	-4	5%	-4%	3%
> O=C(NCC(=O)N(Cc1cccs1)C(C(=O)NC1CCCCC1)c1cccnc1)c1ccco1 (stereo unspecified)
 : 3%	17	0	10	5%	-2%	0.0%	-16	0%	-7%	?
> S=C(Nc1ccccc1)Nc1cc(Cl)ccc1Oc1ccccc1
 : -1%	8	-1	9	-4%	4%	-0.8%	7	6%	1%	1%
> CCC(C)NC(=O)Cn1nc(C(F)(F)F)c2c1CCC2 (stereo unspecified)
 : 4%	-11	1	19	6%	5%	-0.3%	9	-8%	0%	7%
> NC(=O)CC(NC(=O)c1ccccc1)c1ccc(NCCc2ccc(F)cc2)c([N+](=O)[O-])c1 (stereo unspecified)
 : -11%	7	0	11	-5%	3%	0.0%	-4	-6%	-5%	3%
> O=C(Cc1ccccc1)N1CCCC(c2nc(-c3cccs3)no2)C1 (stereo unspecified)
 : 1%	8	2	-2	nt	2%	2.7%	4	7%	0%	0%
> CCC(=O)Nc1ccc(C(=O)NNC(=O)C(c2ccccc2)c2ccccc2)cc1
 : 0%	17	2	10	5%	6%	-0.2%	-4	2%	0%	0%
> Cc1ccc(C(C(=O)NC(C)(C)C)N(CC2CCCO2)C(=O)c2csnn2)cc1 (stereo unspecified)
 : -1%	9	-1	12	3%	nt	-0.5%	-9	-22%	1%	0%

Single entries from the list:
Entry for O=C(NCC(=O)N(Cc1cccs1)C(C(=O)NC1CCCCC1)c1cccnc1)c1ccco1 (stereo unspecified) in Giardia killer: -16
Entry for Cc1ccc(C(C(=O)NC(C)(C)C)N(CC2CCCO2)C(=O)c2csnn2)cc1 (stereo unspecified) in USP2a block: -1%

Later entries
Each structure is followed by: USP2a block	hERG WT inh	FBPA coupling cs	KCNH2 3.1 inh	uPA surface inh	PKM2 activator	B2AR arrestin	Giardia killer	Eya2 inh	GALK inh	Chronic BCR inh
> C=C(Cl)COC(=O)[C@H]1C2C=CC(C2)C1C(=O)O (stereo partly specified)
 : 0%	-3	0	-4	2%	-7%	-0.1%	3	-1%	0%	-5%
> O=C(C1CC1)N1CCc2cc(S(=O)(=O)N3CCN(c4ccccc4)CC3)ccc21
 : 1%	10	nt	1	-8%	nt	0.1%	-4	-16%	0%	0%
> CC1CCCC(C)N1C(=O)C1CCCCC1 (stereo unspecified)
 : -2%	4	-2	0	5%	5%	-0.2%	12	4%	2%	-2%
> O=C(c1ccc(F)cc1)N(Cc1cccs1)C1CCS(=O)(=O)C1 (stereo unspecified)
 : 1%	-4	nt	2	-6%	nt	0.2%	4	-1%	5%	?
> CC(C)c1ccc(/C=N/n2c(COc3ccccc3)n[nH]c2=S)cc1
 : -7%	1	2	15	2%	nt	-0.3%	-1	0%	-4%	1%
> CCOc1c(Cl)cc(/C=C/C(=O)N(CC)CC(=O)Nc2ccc(NC(C)=O)cc2)cc1OC
 : -3%	-3	nt	-16	-2%	nt	0.1%	-6	-21%	nt	3%
> Cc1nn(C)c(C)c1N=Cc1c(O)ccc2ccccc12
 : -1%	9	-11	-11	nt	-21%	0.0%	-11	-5%[15.4 µM]	0%	0%
> CCOC(=O)N1CCC(N2Cc3cccc(C(=O)Nc4ccc(CC)cc4)c3C2=O)CC1
 : -1%	-10	-1	-112*	2%	-6%	0.4%	6	-6%	0%	23%
> O=C1C2C3C=CC(C3)C2C(=O)N1c1ccc(Cc2ccncc2)cc1 (stereo unspecified)
 : 3%	6	4	12	-6%	-2%	-0.2%	7	14%	-3%	2%
> CCn1c2ccccc2c2nnc(SCC(=O)NC(CC(C)C)C(=O)OC)nc21 (stereo unspecified)
 : 2%	-12	2	-3	2%	-3%	-0.2%	-3	-1%	4%	-1%
> COc1ccc(NC(=S)NCCSc2ccc(Cl)cc2)c(OC)c1
 : -7%	0	0	-8	-6%	-12%	0.3%	5	-1%	1%	?
> Cc1cccc(NC(=O)NNC(=O)c2ccc3ccccc3c2O)c1
 : 3%	-2	7	4	8%	1%	-1.4%	1	-10%	1%	2%
> Cn1cnnc1SCC(=O)NN1C(=O)NC(C)(c2ccccc2)C1=O (stereo unspecified)
 : 3%	-1	0	-8	-20%	-2%	0.2%	-5	0%	2%	-1%
> O=C(CSc1nc2ccccc2[nH]1)N=Nc1c(O)[nH]c2ccccc12
 : 2%	-8	2	11	4%	14%	0.2%	1	6%	-3%	?
> Cc1nc2nc(-c3ccco3)[nH]n2c(=O)c1C
 : -2%	12	1	19	nt	-6%	-0.2%	-4	9%	1%	?
> C/C(=N\NC(=O)CC1N=C(Cc2ccccc2)NNC1=O)c1ccc(Cl)cc1Cl (stereo unspecified)
 : -2%	-6	0	8	-13%	0%	0.4%	20	7%	-1%	?
> CCc1nn(CC(=O)NCCCN(CC)Cc2ccccc2)c(=O)c2cc3sccc3n12
 : 1%	9	0	8	5%	-12%	-0.8%	2	21%	3%	-6%
> COc1cccc2sc3ccc(NCCC4CCCN4C)cc3c(=O)c12 (stereo unspecified)
 : 0%	nt	0	nt	-22%	7%	0.4%	-2	-1%	nt	?
> O=C1c2ccccc2NC(c2cccc(F)c2)N1Cc1ccco1 (stereo unspecified)
 : -1%	10	3	2	-28%	?	0.0%	-20	-1%	-1%	-6%
> Cc1cc(C)nc(NC(=O)c2c(-c3ccccc3Cl)noc2C)c1
 : 2%	-2	3	2	2%	0%	2.0%	5	-5%	nt	?
> CCOc1ccccc1NC(=O)c1ccc2c(=O)n3c(nc2c1)CCCCC3
 : 4%	-6	-2	5	-8%	nt	0.3%	62[activator]	-1%	-2%	1%
> O=C(c1ccc(-c2cccc(C(F)(F)F)c2)o1)N1CCCC(C(F)(F)F)C1 (stereo unspecified)
 : 3%	-12	nt	3	9%	nt	-0.2%	-7	-13%	nt	?
> CC/C(=N/Nc1ccccc1Cl)c1cnnc(-c2ccccc2)n1
 : 4%	-1	0	-11	1%	0%	2.7%	1	3%	-3%	5%
> O=C1CCc2cc(S(=O)(=O)NC(Cc3ccccc3)C(=O)N3CCN(c4ccccn4)CC3)ccc2N1 (stereo unspecified)
 : 0%	nt	2	27	6%	-1%	-0.1%	-2	-11%	-1%	1%
> O=C(NCCc1ccccc1)Nc1ccc2c(c1)OCO2
 : 2%	nt	1	9	?	0%	-0.1%	-10	4%	-2%	?
> COc1ccc2c(c1OC)C(=O)OC2N1C(=O)CC[C@H]1C(=O)Nc1ccc(F)cc1F (stereo partly specified)
 : 0%	-3	4	-14	1%	?	-1.1%	-4	5%	nt	-1%
> Cc1nc2ccccc2c(=O)n1NC(=O)C1CC1C (stereo unspecified)
 : 0%	-4	4	4	19%	-9%	0.5%	35[activator]	10%	8%	4%
> CCN(CC)S(=O)(=O)c1ccc(OC)c(NC(=O)c2ccc3c(c2)OCO3)c1
 : -5%	5	-3	8	-1%	0%	0.1%	32[activator]	-11%	5%	?
> O=C1N/C(=N/N=C/c2ccccc2)SC1(c1ccccc1)c1ccccc1
 : 5%	6	2	5	7%	15%	-0.3%	0	-1%	0%	5%
> CC(=O)c1cccc(NC(=O)COC(=O)Cc2ccc(Cl)cc2)c1
 : -7%	-8	nt	2	-2%	nt	-0.1%	15	-17%	nt	-3%
> O=C1CCc2cc(S(=O)(=O)NC(C(=O)NCc3cccnc3)c3ccccc3)ccc2N1 (stereo unspecified)
 : 1%	-4	2	-10	12%	-6%	-0.4%	6	-2%	2%	11%
> CN(C)/C=C(\C=O)c1c(Cl)cccc1Cl
 : 2%	-5	-2	18	-5%	3%	-0.2%	?	6%	1%	-1%
